GPT2 inhibitor = inhibitors of human GPT2 alanine aminotransferase. Potency, µM (top dose mostly 57.7 µM), for inactives: top-dose activity change, negative = inhibition, most hits filed as inhibitors. 100,000 tested, 0.25% active. Recombinant GPT2, coupled pyruvate oxidase/HRP Amplex Red fluorescence. Q8TD30; also: potency is read from the fitted curve at half-maximal effect; nearly all actives have a fitted effect of over 60% in size; many of its hits are not listed in these tables
Target sequence (Q8TD30 whole entry, looked up): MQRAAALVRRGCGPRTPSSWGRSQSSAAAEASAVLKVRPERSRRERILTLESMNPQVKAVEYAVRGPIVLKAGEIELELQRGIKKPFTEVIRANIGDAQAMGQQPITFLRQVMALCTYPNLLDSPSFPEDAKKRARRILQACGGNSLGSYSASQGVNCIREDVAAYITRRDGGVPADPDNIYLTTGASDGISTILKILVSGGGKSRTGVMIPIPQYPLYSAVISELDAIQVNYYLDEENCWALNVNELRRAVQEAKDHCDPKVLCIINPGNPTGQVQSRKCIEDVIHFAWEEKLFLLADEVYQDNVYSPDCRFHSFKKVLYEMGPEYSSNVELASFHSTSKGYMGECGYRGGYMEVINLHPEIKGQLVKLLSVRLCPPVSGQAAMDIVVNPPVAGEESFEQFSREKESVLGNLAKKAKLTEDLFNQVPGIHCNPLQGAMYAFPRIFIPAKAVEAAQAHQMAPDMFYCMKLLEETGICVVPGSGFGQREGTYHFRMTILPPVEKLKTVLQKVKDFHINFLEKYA
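Inhibition is scored from Amplex Red fluorescence generated when pyruvate oxidase and HRP act on pyruvate released by GPT2. Reactions contain 10ng/uL enzyme, 250uM a-KG and 2mM L-alanine and run 30 min at room temperature.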
Luciferase inh = inhibitors of firefly (Photinus pyralis) luciferase; AID 1347043; Potency, µM (series often up to 115 µM), for the others: top-dose activity change, negative = inhibition, usual class: inhibitors; purified P. pyralis luciferase, luminescence, biochemical; P08659; 76,000 tested, 2.5% active; also: potency is read from the fitted curve at half-maximal effect; nearly all actives have a fitted effect of over 65% in size
Target sequence (P08659 whole entry, looked up): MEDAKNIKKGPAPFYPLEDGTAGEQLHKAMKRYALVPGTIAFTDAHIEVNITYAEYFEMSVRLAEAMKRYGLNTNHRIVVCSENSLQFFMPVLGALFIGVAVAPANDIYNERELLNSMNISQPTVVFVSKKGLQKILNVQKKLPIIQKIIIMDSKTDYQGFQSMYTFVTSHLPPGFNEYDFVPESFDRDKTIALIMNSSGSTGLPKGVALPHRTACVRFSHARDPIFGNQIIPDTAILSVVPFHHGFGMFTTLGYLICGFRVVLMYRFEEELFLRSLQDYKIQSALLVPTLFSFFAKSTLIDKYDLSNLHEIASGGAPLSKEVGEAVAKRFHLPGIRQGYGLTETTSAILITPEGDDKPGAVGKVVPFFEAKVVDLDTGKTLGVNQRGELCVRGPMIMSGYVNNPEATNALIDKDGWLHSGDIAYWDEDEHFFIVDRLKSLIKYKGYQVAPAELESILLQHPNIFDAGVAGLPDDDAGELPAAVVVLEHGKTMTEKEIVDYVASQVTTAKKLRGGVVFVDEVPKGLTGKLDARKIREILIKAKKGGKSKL
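Cell-free enzyme assay, 10nM P. pyralis luciferase, luciferin and ATP each at 10uM. Inhibition profiled over a 6-point titration, read as luminescence.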
HEK293 tox = cytotoxic compounds in HEK 293 cells | HEK 293 viability, ATP luminescence (CellTiter-Glo), 48-72 h | Potency, µM (top dose mostly 115 µM), without a hit: at the top dose activity change, negative = cytotoxicity, usual class: inhibitors | 94,000 tested, 6.6% active; also: potency is read from the fitted curve at half-maximal effect; nearly all actives have a fitted effect of over 60% in size
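Cytotoxicity was scored by loss of ATP-coupled luminescence (CellTiter-Glo) in HEK 293 cells. Compound treatment ran 48 or 72 hr at 37 degree Celsius, 5% CO2, 95% humidity.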
SNCA viab count = counter-screen for SNCA expression inhibitors: cell viability; HEK-293-SNCA-luc viability, GF-AFC fluorescence, 24 h; 150,000 tested, 0.12% active; Potency, µM (titrated, usually from 57.1 µM), without a hit: top-dose activity change, negative = cytotoxicity, hits mostly cytotoxic;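 also: potency is read from the fitted curve at half-maximal effect; 0% = DMSO-treated cells and -100% = medium-only wells without cells; nearly all actives have a fitted effect of over 30% in size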
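HEK-293-SNCA-luc cells (1500/well) plated 24 h, then exposed 24 h to a dilution series; GF-AFC added 30 min at 37C, fluorescence 405/540 nm; normalised to medium-only and DMSO wells, Hill fit.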
3T3 cytotox = kills NIH 3T3 cells; Potency, µM (highest dose often 96.7 µM), for inactives: top-dose activity change, negative = cytotoxicity, hits mostly inhibitors; NIH 3T3 viability, CellTiter-Glo ATP luminescence, 48-72 h; AID 1345082; 94,000 tested, 4.3% active; also: potency is read from the fitted curve at half-maximal effect; nearly all actives have a fitted effect of over 55% in size
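Cells were seeded at 400 per well, treated with pin-transferred compound, and kept 48 or 72 hr at 37 °C before CellTiter-Glo addition and luminescence imaging of cellular ATP.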
IP6K1 inh = inhibitors of human IP6K1. 140,000 tested, 0.81% active. activity change, % (series mostly up to about 58 µM). AID 1645851. IP6K1 kinase, ADP-Glo luminescence, 2 h; active compounds read low; in the data active = activity change below about -25%
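ADP-Glo luminescence measures ADP made by human IP6K1 during a 2 h RT reaction with ATP/IP6 (mix at 1.3 mM/130 uM); top library doses 57.5 and 19.1 uM final.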
SNCA expr inh = inhibitors of alpha-synuclein (SNCA) gene expression | HEK-293 SNCA-luciferase knock-in, luminescence, 24 h | Potency, µM (titrated, usually from 57.2 µM), for the others: top-dose activity change, negative = inhibition, hits mostly inhibitors | 140,000 tested, 0.17% active | AID 1671194;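 also: potency is read from the fitted curve at half-maximal effect; plate controls were DMSO cells for no effect and cell-free wells for full effect; nearly all actives have a fitted effect of over 45% in size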
* = called active by the depositor; i = inactive; ? = inconclusive; · = not tested or not shown; [ ] = another dose, or the depositor's remark. Unless noted, calls follow the shape of the dose curve; as a rule, active = well fitted curve in the direction sought with a large enough effect; inconclusive = small, poorly fitted or top-dose-only effect, or another doubt; inactive = no such curve, though single readings can be large; an effect the other way counts as inactive or inconclusive. Unless noted, % is scaled to controls: 0 for no effect and ±100 for the full control effect. This is a subset; the hit share may differ from the screen's.

Sample of the layout (5 entries):
SMILES | GPT2 inhibitor | Luciferase inh | HEK293 tox | SNCA viab count | 3T3 cytotox | IP6K1 inh | SNCA expr inh
O=C1CCC(CCC(=O)N2CCN(c3ccccc3F)CC2)(Cc2ccc3ccccc3c2)N1 (centres undefined) | i | -9% | -3% | 7% | -1% | 11 | 5%
COCCNC(=O)c1cc(-c2cnn(Cc3ccccc3)c2)cc2ncn(C)c12 | i | -12%[172 µM] | -15%[172 µM] | 2%[87.6 µM] | ? | 10 | -1%[87.6 µM]
COc1c(F)cc([C@@H]2C[C@H](NC(C)=O)C[C@H](C(C)C)O2)cc1Cl | i | 3% | i | 1% | 1% | -1 | -20%
COCC(=O)N[C@H]1C[C@@H](CO)N(Cc2ccc(C)o2)C1 | i | -3% | 4% | 19% | i | -5 | 2%
O=C(NC1C[C@H]2CC[C@@H](C1)N2C(=O)C1CCCC1)c1ccncc1 (some centres undefined) | i | 4% | 4% | -2% | -9% | 15 | 23%

This part in full, from the first entry:
SMILES | GPT2 inhibitor | Luciferase inh | HEK293 tox | SNCA viab count | 3T3 cytotox | IP6K1 inh | SNCA expr inh
O=C1CCC(CCC(=O)N2CCN(c3ccccc3F)CC2)(Cc2ccc3ccccc3c2)N1 (centres undefined) | i | -9% | -3% | 7% | -1% | 11 | 5%
COCCNC(=O)c1cc(-c2cnn(Cc3ccccc3)c2)cc2ncn(C)c12 | i | -12%[172 µM] | -15%[172 µM] | 2%[87.6 µM] | ? | 10 | -1%[87.6 µM]
COc1c(F)cc([C@@H]2C[C@H](NC(C)=O)C[C@H](C(C)C)O2)cc1Cl | i | 3% | i | 1% | 1% | -1 | -20%
COCC(=O)N[C@H]1C[C@@H](CO)N(Cc2ccc(C)o2)C1 | i | -3% | 4% | 19% | i | -5 | 2%
O=C(NC1C[C@H]2CC[C@@H](C1)N2C(=O)C1CCCC1)c1ccncc1 (some centres undefined) | i | 4% | 4% | -2% | -9% | 15 | 23%
Cc1ccccc1Cn1nc(C2CCOC2)nc1C1(C(N)=O)CC1 (centres undefined) | -29% | -8% | i | 2% | 2% | 10 | 3%
CNc1ccc(C)cc1C(=O)N1CCN(C)C2(CCN(C)CC2)C1 | i | -8% | -6% | 14% | -8% | -13 | 22%
CCS(=O)(=O)N1CCCOCCNC(=O)[C@@H]2CCCC[C@@H]21 | 2% | 6% | -7% | -2% | -6% | 0 | 2%
O=C(c1ccc(N2CC3CC(C2)[C@H]2CCCC(=O)N2C3)nc1)N1CCN(c2ccccc2)CC1 (some centres undefined) | i | 0% | ? | -6% | ? | -4 | 21%
CCc1ccccc1NC(=O)Cn1cccc1-c1nc(-c2ccccc2)no1 | i | -1% | -16% | 5% | ? | 22 | ?
COc1cccc(CN2CCCC3(CCN(S(=O)(=O)N(C)C)C3)C2=O)c1 (centres undefined) | -16% | -6% | -6% | -13% | -11% | 15 | -21%
COc1ccc(C(=O)N2CCOCC3(CN(Cc4cccc(C#N)c4)C3)C2)cc1OC | 0%[88.5 µM] | 1%[172 µM] | ? | -4%[87.6 µM] | 79µM* | 11 | -9%[87.6 µM]
COc1ccc(-c2cc(N3CCCC(NC(=O)c4ccccn4)C3)n[nH]2)cc1 (centres undefined) | ? | ? | ? | -21% | -26% | -1 | -2%
Cn1cnc2cc(-c3ccc(F)cc3)cc(C(=O)NCC3CCOCC3)c21 | i | ? | -1%[172 µM] | 4%[87.6 µM] | ? | -7 | 8%[87.6 µM]
c1cncc(COc2cc3c(cn2)NCCN(Cc2ccsc2)C3)c1 | i | -26%[172 µM] | ? | 2%[87.6 µM] | -26%[138 µM] | -17 | -18%[87.6 µM]
Cc1occc1C(=O)N1CCC(CCC(=O)N2CCN(c3ccccc3)CC2)CC1 | i | 13% | ? | 1% | -15% | -5 | -6%
COc1ccc(C2C(=O)c3ccccc3C2=O)cc1 | 1% | · | · | 7%[23.9 µM] | · | 8 | 39%[25.6 µM]
COc1ccc(C(=O)N2CCC([C@H]3[C@@H](OC)C(=O)N3C(C)C)CC2)c(OC)n1 | i | 5% | i | -6% | -4% | 21 | -10%
COc1ccc(CC(=O)NCc2nc3cccnc3n2Cc2ccc(F)cc2)cc1OC | · | · | · | -9% | · | 20 | -18%
O=c1c2c(nc3cc[nH]n13)CN(S(=O)(=O)c1ccc(F)c(Cl)c1)CC2 | i | -8% | -5% | 11% | -4% | 30 | 0%
Cc1cccc(/C=C/c2onc(C)c2S(=O)(=O)N2CCC(C(=O)N3CCCCC3)CC2)c1 | · | · | · | 10% | · | 16 | -10%
CCOC(=O)C1CCN(C(c2ccc(OCC)cc2)c2c(O)cc(C)n(CCOC)c2=O)CC1 (centres undefined) | · | · | · | 0% | · | 0 | -4%
COc1ccc(-c2cc(N3CCC(NC(=O)c4cccc(F)c4)C3)n[nH]2)cc1 (centres undefined) | ? | -11% | ? | 0% | ? | 13 | 5%
COc1ccc(-c2noc([C@@H]3CCCN3C(=O)c3ccc(C(C)(C)C)cc3)n2)cc1 | -14% | -20% | ? | 4% | ? | 0 | 48%[activator]
Cc1cccc(N(C)C(=O)CCS(=O)(=O)c2ccc3c(c2)n(C)c(=O)c(=O)n3C)c1 | · | · | · | -8% | · | -3 | -25%
Cc1ccc(C(=O)COC(=O)c2cccc(NC(=O)c3ccc(Cl)cc3Cl)c2)cc1 | · | · | · | -10% | · | -11 | 58%[activator]
C[C@@H](NC(=O)C1=C[C@@H](NC(=O)CC2(CC(=O)O)CCCC2)[C@@H](O)[C@H](O)C1)C(N)=O | -2%[88.5 µM] | 1%[172 µM] | i | -2%[87.6 µM] | -4%[174 µM] | -13 | ?
O=C(NCCOCCn1c(=O)oc2ccccc21)Nc1cccc(Cl)c1 | · | · | · | 8% | · | 4 | -15%
COc1ccccc1C(=O)Nc1ccc2c(c1)CN(Cc1ccccc1F)C(=O)C(C)O2 (centres undefined) | i | -3% | ? | -15% | ? | -3 | 24%
Cc1ccc(CN2CCN(C(=O)CCC[C@H]3NC[C@@H]4C[C@H]3CN(Cc3ccccc3)C4)CC2)cc1 | i | 0% | ? | -14% | ? | 12 | -19%
COCCC1(NC(=O)c2ccccc2)CCN(C(=O)c2ocnc2C)CC1 | i | -4% | -2% | -9% | -6% | -15 | -12%
Cc1cccc(-c2noc(-c3ccc(NCc4ccco4)c([N+](=O)[O-])c3)n2)c1 | · | · | · | -11% | · | 0 | 27%
Cc1ccc(N2Cc3c(NCCCOC(C)C)ncnc3N(C)CC2=O)cc1 | ? | -5% | 1% | -5% | -26% | -11 | -17%
CC1CCc2nn3ccn(CC(=O)Nc4ccc(F)cc4)c(=O)c3c2C1 (centres undefined) | 3% | -7% | 2% | -7% | -18% | -5 | 38%[activator]
O=C(c1ccoc1)N1CC2CC(C1)[C@H]1CCCC(=O)N1C2 (some centres undefined) | -2% | 5% | 8% | 3% | i | -5 | 8%
CCn1cc(C(=O)N2C[C@@H](COc3ccccc3)[C@H](C(N)=O)C2)cn1 | -24% | -14% | 3% | 22% | -9% | 0 | -3%
Cc1c(Cl)cccc1NC(=O)NCC1CCOCC1 | -4% | -4% | 3% | 8% | i | 14 | 1%
CCOC(=O)C1CCN(C(=O)c2ccc3nnc(-c4cc(C(F)(F)F)cc(C(F)(F)F)c4)n3c2)CC1 | i | · | ? | 5% | -18% | 7 | 4%
CC(C)NC(=O)N1CCCCC1c1nnc2n1CCNC2 (centres undefined) | -10% | · | 1% | -2% | 2% | 14 | -37%
Cc1noc([C@@H]2CN(C(=O)c3cc(C4CC4)[nH]n3)C[C@H]2C(N)=O)n1 | i | -13% | -13% | 2% | -6% | 10 | 22%
CCOc1ccc(C(=O)Nc2cc(-c3ccccc3)no2)cc1 | · | · | · | 2% | · | 40 | 25%
O=C(Nc1ccc(F)cc1)[C@H](Cc1ccccc1)N1Cc2ccccc2C1=O | · | · | · | 2% | · | -7 | 10%
NCc1ccc(-c2nc(C3CCOC3)nn2Cc2ccccc2)cc1 (centres undefined) | 3% | 0% | i | -10% | -3% | 7 | ?
CN1c2cc(C(=O)N3CCN(c4ccc(F)cc4)CC3)ccc2C(=O)N2CCCCC21 (centres undefined) | i | 1% | ? | -6%[12.5 µM] | -6% | -2 | 37%[activator]
CCOc1cc(=O)n2c(c1C(=O)Nc1ccc(Br)cc1)CCCC2 | i | -10% | -12% | 10% | ? | 7 | -9%
Cn1c(SCc2ccc(F)cc2)nc2ccc(C(=O)NCc3ccccc3)cc21 | · | · | · | -2% | · | 5 | -14%
CN1C[C@@H](NC(=O)c2cnccn2)C[C@H]1c1nc(-c2ccc3c(c2)OCO3)no1 | -9%[88.5 µM] | 4%[172 µM] | -7%[172 µM] | -12%[87.6 µM] | ? | -1 | 2%[87.6 µM]
Cc1cccc(OCC(=O)N2[C@@H]3CC[C@H]2CC(NC(=O)c2cnc(C)cn2)C3)c1 (some centres undefined) | i | -9% | ? | 3% | -12% | 21 | -5%
Cc1cccc(CSc2nnc(CCCCCN)o2)c1 | · | · | · | 7% | · | -18 | 14µM*
Cc1ccc(NC(=O)CSc2nc3ccccc3nc2N2CCOCC2)cc1 | · | · | · | -27% | · | -11 | 142%[activator]
COc1cc(NC(=O)CN2C(=O)C(c3ccc(Cl)cc3)=NC23CCCCC3)cc(OC)c1 | · | · | · | -20% | · | 3 | ?
O=C(Nc1c(Cl)cccc1Cl)c1cccc2c1C(=O)N(C1CCCCC1)C2 | · | · | · | -4% | · | -11 | 29%
COC(=O)c1ccc(NC(=O)c2c(NCc3ccc(OC)c(OC)c3)sc3c2CCCC3)cc1 | · | · | · | -21% | · | -13 | -21%
Cn1cnc(S(=O)(=O)N2C[C@@H](C(=O)O)[C@H](c3ccccn3)C2)c1 | -4% | 0% | i | -12% | 1% | -3 | -17%
Cc1ccc(C(=O)NCC2(C)CCOCC2)s1 | -6% | -14% | 2% | 2% | i | -5 | 0%
COCc1noc([C@@H]2CNC[C@H]2C(N)=O)n1 | i | 1% | -6% | 3% | 2% | 21 | 24%
COC(=O)c1ccc2nc(C[C@@H]3C[C@@H](C(C)C)[C@H](CNC4CCCCC4)C=C3C)[nH]c2c1 | -5% | -16% | ? | -29% | 18µM* | 12 | 1%
COc1ccc(C(=O)N2CCC3(CC2)N(c2ccccc2)C(=O)CS3(=O)=O)cc1 | i | 3% | i | -26% | -1% | 5 | -4%
COc1ccc(CNC(=O)c2ccc(CN3C(=O)C(C)=C(c4ccc(C)cc4)S3(=O)=O)cc2)cc1 | · | · | · | 4% | · | 24 | -6%
Cn1ncc2c(C(=O)Nc3ccccc3F)cc(-c3ccccc3F)nc21 | · | · | ? | · | -21% | 5 | ·
CC1CC(OC(=O)C(O)c2ccccc2)CC(C)(C)N1C (centres undefined) | i | · | · | -20%[23.9 µM] | · | -1 | -50%[25.6 µM]

Screening results as filed in PubChem.
